TRHR enhancer = qHTS for Small Molecule Agonists and Allosteric Enhancers of Human TRH Receptor: Primary Screen for Enhancers. 360,000 compounds, 0.66% hits. TRHR cells, fluo-8 calcium fluorescence, EC20 TRH enhancement. enhancement, % at 2 µM. AID 493056, 2011. Thyrotropin-releasing hormone receptor (Homo sapiens), P34981; in the data active = enhancement above about 30%; also: 0% is about no effect
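TRHR-expressing cells loaded with fluo-8 calcium dye were read kinetically (ex 480/em 530) during compound addition, then stimulated with an EC20 of TRH (10 nM final). Enhancement of the Gq-mediated intracellular calcium response was scored.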
USP1-UAF1 inh = Inhibitors of USP1/UAF1: Primary Screen; Ubiquitin carboxyl-terminal hydrolase 1 (Homo sapiens), O94782; recombinant USP1/UAF1, Ub-Rhodamine cleavage fluorescence; Potency, µM (highest dose often 57.1 µM), inactives show at the highest dose activity change, negative = inhibition, most hits filed as inhibitors; 390,000 compounds, 0.23% hits; also: potency is read from the fitted curve at half-maximal effect; % is scaled to controls: 0 for no effect and ±100 for the full control effect; nearly all actives have a fitted effect of over 60% in size; inactives centre near -12
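USP1/UAF1 complex at 1 nM was preincubated with compound for 15 min at room temperature, then Ub-Rho substrate (150nM final) was added. Fluorescence (480/540 nm) was read kinetically, 6 reads every 60 seconds.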
D2 ag = HTS Assay for Allosteric Agonists of the Human D2 Dopamine Receptor: Primary Screen for Agonists | AID 485358, 2010 | HEK293 T-REx D2 cells, calcium flux agonist mode | D(2) dopamine receptor (Homo sapiens), P14416 | activation, % at 2 µM | 340,000 compounds, 0.53% hits;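 active = activation over 3 SD above normal in the single-dose calcium agonist read, cut at about 30% in these data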; also: 0% is about no effect
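Agonism scored from kinetic calcium signal (1 read/sec, 180 s) following compound pin transfer, after a 10 s baseline. Cells: HEK293 Trex line expressing inducible D2 receptor coupled to calcium, dye-loaded after overnight culture at 30 C.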
TrxR1 substrate = qHTS Assay for Substrates of Mammalian Selenoprotein Thioredoxin Reductase 1 (TrxR1): qHTS. purified TrxR1 substrate turnover, NADPH consumption readout. Potency, µM (highest dose often 114 µM), inactives show top-dose activity change, negative = substrate turnover. 390,000 compounds, 0.01% hits. AID 588456, 2011; also: potency is read from the fitted curve at half-maximal effect; % is scaled to controls: 0 for no effect and ±100 for the full control effect; nearly all actives have a fitted effect of over 50% in size
Target sequence (O89049 whole entry, looked up): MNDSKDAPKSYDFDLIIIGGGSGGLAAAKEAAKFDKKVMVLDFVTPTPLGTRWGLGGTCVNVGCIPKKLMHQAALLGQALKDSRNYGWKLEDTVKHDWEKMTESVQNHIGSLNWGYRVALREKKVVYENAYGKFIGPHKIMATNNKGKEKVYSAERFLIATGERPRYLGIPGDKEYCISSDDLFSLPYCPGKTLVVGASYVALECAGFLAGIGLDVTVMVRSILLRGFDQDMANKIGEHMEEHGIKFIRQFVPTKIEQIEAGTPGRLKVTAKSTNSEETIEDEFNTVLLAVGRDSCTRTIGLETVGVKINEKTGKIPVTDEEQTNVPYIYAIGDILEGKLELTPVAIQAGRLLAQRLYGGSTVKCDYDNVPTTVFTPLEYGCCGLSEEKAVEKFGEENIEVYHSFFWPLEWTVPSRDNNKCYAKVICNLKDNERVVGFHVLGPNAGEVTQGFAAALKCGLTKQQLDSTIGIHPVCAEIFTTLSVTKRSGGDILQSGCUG
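Rat TrxR1, dispensed at 90 nM, was prereduced with 400 uM NADPH (final) for 5 min at ~22 deg C, then incubated with compound 15 min before 400 uM selenite. A first-read NADPH fluorescence drop versus no-compound background flagged substrates.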
rTrxR1 inhibitor = qHTS Assay for Inhibitors of Mammalian Selenoprotein Thioredoxin Reductase 1 (TrxR1): qHTS; Potency, µM (series often up to 114 µM), for inactives: at the highest dose activity change, negative = inhibition, usual class: inhibitors; 390,000 compounds, 1% hits; Thioredoxin reductase 1, cytoplasmic (Rattus norvegicus), O89049; recombinant rTrxR1, NADPH fluorescence consumption, selenite substrate; also: potency is read from the fitted curve at half-maximal effect; % is scaled to controls: 0 for no effect and ±100 for the full control effect; nearly all actives have a fitted effect of over 65% in size
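Rat TrxR1 (90 nM in the dispensed reagent) was pre-reduced with 400 uM NADPH for 5 min at room temperature, then incubated with compound for 15 min. After 400 uM selenite was added, NADPH fluorescence (Ex 340/Em 450 nm) was followed for 8 min.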
D2 antag = HTS Assay for Allosteric Antagonists of the Human D2 Dopamine Receptor: Primary Screen for Antagonists; HEK293 TREx D2 cells, calcium flux, dopamine EC80; inhibition, % at 10 µM; 340,000 compounds, 2% hits; AID 485344, 2010; in the data active = inhibition above about 30%; also: 0% is about no effect
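Read-out: kinetic calcium fluorescence (1 cycle/s) in inducible HEK293 T-REx D2 cells after an EC80 dopamine addition that followed 180 s compound preincubation. Loss of the dopamine response indicates antagonism.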
IDH1 R132H inh = qHTS for Inhibitors of mutant isocitrate dehydrogenase 1 (IDH1): qHTS. 390,000 compounds, 0.093% hits. Potency, µM (top dose mostly 76.6 µM), for the others: at the highest dose activity change, negative = inhibition, usual class: inhibitors. IDH1-R132H enzyme, NADPH consumption, diaphorase/resazurin fluorescence. AID 602179, 2012. Isocitrate dehydrogenase [NADP] cytoplasmic (Homo sapiens), O75874; also: potency is read from the fitted curve at half-maximal effect; % is scaled to controls: 0 for no effect and ±100 for the full control effect; nearly all actives have a fitted effect of over 65% in size
Target sequence (O75874 whole entry R132H, stated change not applied): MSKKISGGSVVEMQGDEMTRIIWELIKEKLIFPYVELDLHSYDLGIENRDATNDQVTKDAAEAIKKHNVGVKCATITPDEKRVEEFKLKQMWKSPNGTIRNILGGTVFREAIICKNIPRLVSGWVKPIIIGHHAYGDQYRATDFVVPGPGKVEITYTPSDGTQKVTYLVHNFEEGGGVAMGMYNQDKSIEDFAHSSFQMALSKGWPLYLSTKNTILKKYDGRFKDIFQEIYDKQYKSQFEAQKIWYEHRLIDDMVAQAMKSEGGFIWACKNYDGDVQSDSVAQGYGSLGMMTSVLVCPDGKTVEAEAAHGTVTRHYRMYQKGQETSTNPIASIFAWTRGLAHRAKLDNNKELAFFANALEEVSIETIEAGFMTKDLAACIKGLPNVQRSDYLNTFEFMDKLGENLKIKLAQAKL
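IDH1-R132H (0.5 ug/mL dispensed) in pH 7.5 Tris buffer was preincubated 30 min with compound, then given a substrate mix of 0.016 mM NADPH and 2 mM alpha-KG for 80 min at room temperature; remaining NADPH was read by diaphorase/resazurin fluorescence.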
Pin1 inh = qHTS Assay to Find Inhibitors of Pin1; Potency, µM (titrated, usually from 115 µM), for inactives: top-dose activity, negative = inhibition, hits mostly inhibitors; 390,000 compounds, 0.009% hits; Peptidyl-prolyl cis-trans isomerase NIMA-interacting 1 (Homo sapiens), Q13526; Pin1 FP peptide displacement, HiFluor488, 10 min; AID 504891, 2011; active = well fitted inhibition curve with a large enough effect in the polarisation, with a control signal flat, not every such curve was filed as active; inconclusive = small, poorly fitted or top-dose-only effect, or effect the other way, or a change in a side signal; inactive = no such curve, though single readings can be large or run the other way; the % refers to the polarisation; also: potency is read from the fitted curve at half-maximal effect; % is scaled to controls: 0 for no effect and ±100 for the full control effect
Target sequence (Q13526 whole entry, looked up): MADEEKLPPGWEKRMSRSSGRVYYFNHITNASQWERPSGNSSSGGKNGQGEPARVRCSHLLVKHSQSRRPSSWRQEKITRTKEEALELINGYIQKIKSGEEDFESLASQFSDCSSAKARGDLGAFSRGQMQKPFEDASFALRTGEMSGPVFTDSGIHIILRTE
TRHR agonist = qHTS for Small Molecule Agonists and Allosteric Enhancers of Human TRH Receptor: Primary Screen for Agonists; 360,000 compounds, 0.18% hits; TRHR cells, calcium flux fluo-8, FDSS agonist mode; activation, % at 2 µM; Thyrotropin-releasing hormone receptor (Homo sapiens), P34981; in the data active = activation above about 30%; also: 0% is about no effect
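Read-out: compound-evoked intracellular calcium rise in TRHR cells, fluo-8 dye, kinetic FDSS fluorescence at 1 s/cycle following a 10-cycle baseline. Cells cultured overnight before dye loading (30 min–1.5 h, RT).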
* hit, by the source's call; u = inconclusive; x = no result given; & = joins results of further samples; [ ] = remark or other dose. Unless noted, calls follow the shape of the dose curve; as a rule, active = well fitted inhibition curve with a large enough effect; inconclusive = small, poorly fitted or top-dose-only effect; inactive = no such curve, though single readings can be large or run the other way. A portion of the library; the hit share may differ from the screen's.

SMILES	TRHR enhancer	USP1-UAF1 inh	D2 ag	TrxR1 substrate	rTrxR1 inhibitor	D2 antag	IDH1 R132H inh	Pin1 inh	TRHR agonist
O=[N+]([O-])c1ccc(N2CCN(S(=O)(=O)c3ccccc3)CC2)cc1	3.6	-8.9%	-0.9	6.4%	8.5%	7.7	8.4%	5.6%	-0.3
N/C(=N\N=C\c1ccc(O)cc1)c1nonc1N	-4.7	-16.3%	0.0	-18.1%	-22.0%	-0.6	3.6%	40.4%[activator]	0.3
Cc1ccc(CNC(=O)c2cnc(-c3ccccn3)nc2C(F)(F)F)cc1	-1.3	-1.1%	-0.1	3.6%	9.6%	-8.5	-1.1%	-10.0%	0.0
CC1(C)CC(=O)c2c(O)cc(OCC(=O)N3CCN(c4ccc(F)cc4)CC3)cc2O1	4.0	-11.1%	-0.2	-0.5%	27.6%	5.3	-1.5%	-10.6%	-0.4
CN(C(=O)c1nn(C)c2c1COc1ccccc1-2)c1cccc(C(F)(F)F)c1	-7.7	-7.3%	-0.2	6.9%	10.4%	x	31.3%[activator]	-1.4%	-0.4
Cc1ccnc(N2C(=O)c3ccccc3C2O)c1 (stereo not drawn)	-5.1	-7.0%	1.1	5.5%[57.1 µM]	17.1%[57.1 µM]	-16.1	10.2%	-1.3%	0.2
CC(=O)c1ccc(OCc2cc(C(=O)N(C)Cc3nc4c(C)cccc4[nH]3)no2)cc1	5.9	-19.4%	-0.5	4.9%	-0.9%	-8.9	5.0%	8.9%	-0.5
O=S1(=O)c2ccccc2N=NN1Cc1ccc(Cl)c(Cl)c1	3.6	x	0.5	x	x	1.2	x	x	0.0
CC1Cc2ccccc2N1C(=O)COC(=O)c1cccc(Br)c1 (stereo not drawn)	-6.3	-18.7%	0.4	5.9%	28.9%	4.2	-3.7%	u	0.3
C=CCN1CCN(C(CC(C)C)c2nnnn2CCOC)CC1 (stereo not drawn)	8.2	1.7%	0.2	12.1%[57.1 µM]	1.8%[57.1 µM]	-3.7	-1.1%	-8.2%	0.3
CC1=C(C(=O)OC2CCCCC2)C(c2ccc(O)cc2)NC(=O)N1 (stereo not drawn)	-2.1	-13.5%	1.1	-7.1%	9.3%	2.6	-2.3%	4.9%	0.4
Cc1cc(C)cc(OCC(=O)NNC(=O)CN2C(=O)c3ccccc3C2=O)c1	1.1	2.7%	-0.6	-4.0%	5.5%	-8.0	5.1%	u	-0.4

Quoted at random: two entries already listed
SMILES	TRHR enhancer	USP1-UAF1 inh	D2 ag	TrxR1 substrate	rTrxR1 inhibitor	D2 antag	IDH1 R132H inh	Pin1 inh	TRHR agonist
C=CCN1CCN(C(CC(C)C)c2nnnn2CCOC)CC1 (stereo not drawn)	8.2	1.7%	0.2	12.1%[57.1 µM]	1.8%[57.1 µM]	-3.7	-1.1%	-8.2%	0.3
CC1=C(C(=O)OC2CCCCC2)C(c2ccc(O)cc2)NC(=O)N1 (stereo not drawn)	-2.1	-13.5%	1.1	-7.1%	9.3%	2.6	-2.3%	4.9%	0.4

(next part)
SMILES	TRHR enhancer	USP1-UAF1 inh	D2 ag	TrxR1 substrate	rTrxR1 inhibitor	D2 antag	IDH1 R132H inh	Pin1 inh	TRHR agonist
O=C(CSc1ccccn1)Nc1nncs1	2.6	-2.4%	0.3	5.8%	4.1%	11.5	8.6%	-10.3%	-0.1
O=C(CN1C(=O)CCS(=O)(=O)c2ccccc21)NCc1ccccc1	12.8	-7.7%	-1.0	6.0%	6.8%[57.1 µM]	-4.8	3.0%	-7.7%	-0.6
Cc1cc(=O)n2nc(N3CCCC3C(=O)Nc3ccc(C(C)C)cc3)sc2n1 (stereo not drawn)	-1.6	-11.4%	0.2	-4.8%[57.1 µM]	12.0%[57.1 µM]	-30.3	16.8%	10.8%	-0.3
Cc1cc([N+](=O)[O-])ccc1NCc1ccccc1	-21.8	24.6%	0.4	-4.4%	-4.1%	-2.5	4.5%	3.2%	-0.5
O=C(N/N=C/C=C/c1ccccc1)NC1CCCCC1	-4.4	-9.8%	-0.5	-20.3%	-22.0%	-11.1	2.2%	u	0.1
Cc1cccc(C)c1OCC(=O)Nc1ccc(N2CCOCC2)cc1	-2.1	-16.0%	0.7	-2.4%	11.0%	7.6	2.1%	-5.2%	-0.4
COc1ccccc1N1C(=O)S/C(=C\c2ccc(C)s2)C1=O	-4.9	-8.5%	1.6	-5.0%	25.8%	22.6	-7.1%	u	1.7
Cc1cc(Cl)ccc1NS(=O)(=O)c1cc2[nH]c(=O)c(=O)[nH]c2cc1C	2.7	-22.1%	0.5	-3.5%	1.3%	x	6.5%	-16.1%	0.1
COc1ccc(N2CCN(C(c3nnnn3CCc3ccccc3)C(C)C)CC2)cc1 (stereo not drawn)	5.4	-17.8%	-0.3	3.8%	10.7%	7.7	4.2%	-3.2%	-0.9
O=C(CNC(=O)c1ccccc1Cl)N/N=C/c1ccc([N+](=O)[O-])s1	-5.8	3.3%	x	3.0%[57.1 µM]	-49.5%	x	3.4%	-7.3%	-1.0
C/C(=N\NC(=O)CSc1nc2ccccc2s1)c1ccco1	2.3	2.7%	-0.5	-4.8%	-12.7%	3.7	-1.6%	0.3%	-1.3
Cc1cnc2c(C(=O)O)cnn2c1	-0.5	-19.1%	0.2	5.6%[57.1 µM]	9.2%[57.1 µM]	2.7	-5.3%	-7.0%	0.4
O=C(CN1CCN(C(=O)CCC(=O)N2CCC(c3ccccc3)=N2)CC1)Nc1ccc(F)cc1	-1.9	-4.5%	0.1	10.2%[57.1 µM]	20.7%[57.1 µM]	-17.9	-3.0%	-2.1%	-0.1
O=C1Nc2cc(Cl)c(Cl)cc2N(O)N1c1cccc(Cl)c1	-1.0	-1.5%	-0.4	4.9%[57.1 µM]	3.0%[57.1 µM]	-9.9	6.6%	-2.8%	-0.6
CCOc1cc(/C=C(\C#N)C(N)=O)ccc1OS(=O)(=O)c1ccccc1	-2.1	-12.2%	3.7	-4.6%	-16.2%	14.2	3.0%	-2.3%	1.2
Cc1cc(=O)oc2cc(OCC(=O)OC(C)C(=O)Nc3ccc(S(N)(=O)=O)cc3)ccc12 (stereo not drawn)	x	-14.3%	x	11.5%[11.4 µM]	-5.1%[11.4 µM]	x	2.7%	1.5%	x
CC(C)(C)[C@H]1C=C(C(=O)O)O[C@@H](OCc2ccc(CO)cc2)C1	x	18.0%	x	-0.7%	15.5%	x	2.0%	-9.4%	x
Cc1cccc(C)c1NC(=O)c1nc(S(C)(=O)=O)ncc1N(Cc1ccc(F)cc1)Cc1ccco1	7.3	-11.3%	-2.2	-3.9%	7.1%	x	25.8%	7.2%	-2.7
Cc1cccc(OCC2=N/C(=C\N(C)C)C(=O)O2)c1	-0.5	-14.4%	x	-9.5%[57.1 µM]	-1.3%[57.1 µM]	x	10.3%	13.4%	0.0
Cc1cccc(NS(=O)(=O)c2ccc(C)c(C(=O)NCc3ccncc3)c2)c1	2.6	-15.9%	0.4	-1.6%[57.1 µM]	18.3%[57.1 µM]	14.0	-5.0%	1.9%	-0.2
O=C(NCCN1CCNC1=O)C1CCC(=O)N(CCc2ccccc2)C1 (stereo not drawn)	-1.5	-14.7%	1.7	-6.1%	-8.5%	9.0	8.5%	-9.6%	1.0
N#CC(c1ccccc1)c1cnccn1 (stereo not drawn)	-5.5	-19.2%	-0.6	0.2%	11.9%	0.3	0.9%	1.4%	-0.1
O=C(N/N=C/c1ccc2c(c1)OCO2)c1ccc2ccccc2n1	-5.6	-0.6%	1.9	-5.0%[57.1 µM]	16.6%[57.1 µM]	-4.2	10.1%	3.6%	-0.3
COC1=CC(=O)C=C(OC)C1(O)CC(C)=O	x	-20.9%	x	-3.9%	2.1%	x	8.0%	-17.5%	x
CCN1CCCC1CNC(=O)c1ccc2c(=O)n(CCOC)c(=O)[nH]c2c1 (stereo not drawn)	1.7	-25.8%	0.2	39.3%[activator]	9.4%	-11.0	4.8%	0.2%	0.7
CCCc1nc2c(c(=O)c3ccccc3n2C)c(=O)n1-c1ccc(F)cc1	-20.0	-7.4%	-0.8	-7.6%	-11.0%	5.5	-18.9%	0.7%	-0.7
O=C(CNC(=O)Cc1ccccc1)N=Nc1c(O)n(Cc2ccc3c(c2)OCO3)c2ccccc12	-0.7	-20.3%	0.2	-4.0%	4.5%	0.0	8.9%	15.8%	-0.4
COc1ccc(NC(=O)/C(C#N)=C/c2c(C)nn(-c3ccc(F)cc3)c2Cl)cc1OC	8.0	-11.6%	-2.6	-3.9%	11.2%	-17.2	0.0%	12.3%	-0.3
N#Cc1sc(=O)[nH]c1Cl	x	-28.0%	x	5.7%&-8.5%	26.9%&-1.0%	x	-6.7%	u	x
Cc1ccc(C(=O)NNC(=O)C2CCN(Cc3ccc(Cl)c(Cl)c3)CC2)cc1	1.0	-5.8%	-0.1	-1.9%	0.0%[57.1 µM]	-13.6	-3.5%	9.7%	-0.2
O=C(Nc1ccc(C(=O)O)cc1)/C(=C\c1ccc2c(c1)OCO2)NC(=O)c1ccc(Br)cc1	-1.8	-18.3%	x	-14.6%	-13.4%	x	-8.1%	u	-1.8

Source: PubChem
